RNase H inhibition: RNase H inhibition, HIV 1 Gag Pol polyprotein, FRET biochemical assay, screening (AID 372) | one-dose inhibition, % at 10 µM; IC50 in µM for titrated hits | HIV-1 RT RNase H, FRET RNA/DNA substrate fluorescence; higher % means a stronger effect | 100,000 tested, 0.77% active; in the data active means inhibition above about 50%
* = called active by the depositor. These rows are one share of the data; the hit share may differ from the screen's.

| molecule | RNase H inhibition |
| --- | --- |
| C=CCOc1ccc(/C=C/C(=O)c2ccc(Cl)cc2)cc1 | 15% |
| CC(=O)c1ccc(Sc2nc3ccccc3s2)c([N+](=O)[O-])c1 | 8% |
| COC(=O)c1cc(Br)ccc1NC(=O)c1ccc(Cl)cc1Cl | 9% |
| O=C1N=c2ccc([N+](=O)[O-])cc2=C1c1sc(NS(=O)(=O)Cc2ccccc2)nc1O | 0% |
| CCCOC(=O)c1ccc(NC(=O)CC(C)C)cc1 | 15% |
| O=C(Cc1ccccc1)NN=C(/C=C/c1ccccc1)/C=C/c1ccccc1 | 19% |
| COc1ccc(C2NC(=S)NC(C)=C2C(=O)Nc2ccccc2)cc1 (stereo not drawn) | 20% |
| O=c1nc(/C=C/c2cccc(Cl)c2Cl)cc(C(F)(F)F)[nH]1 | 4% |
| C=CCNC(=S)N/N=C/c1ccc(OCc2ccccc2)cc1 | 9% |
| O=c1[nH]cc(CN2CCOCC2)c(=O)[nH]1 | 0% |
| NC(=O)Cn1cc(/C=C2\C(=O)NC(=S)N(c3ccc(Cl)c(Cl)c3)C2=O)c2ccccc21 | 40% |
| COc1ccc(N(CC(=O)N(Cc2ccccc2)Cc2ccccc2)S(=O)(=O)c2ccc(C)cc2)cc1OC | 23% |
| CCc1cc(=O)oc2c(C)c(OC3CCCCC3=O)ccc12 (stereo not drawn) | 10% |
| CCC(C)OC(=O)C1=C(C)NC2=C(C(=O)CC(c3ccccc3)C2)C1c1cc(OC)c(OC)cc1Br (stereo not drawn) | 7% |
| Clc1ccccc1-c1ccc(/C=N/Nc2nc(Nc3ccccc3)nc(Nc3ccccc3)n2)o1 | 42% |
| C/C(=N\OCC(=O)N/N=C/c1cc(Cl)cc(Cl)c1O)c1cccs1 | 4% |
| COc1ccc(CN2CCN(Cc3cccc([N+](=O)[O-])c3)CC2)c2ccccc12 | 19% |
| Cc1c(NC(=S)NC(=O)c2ccccc2F)cccc1-c1nc2cc(Cl)ccc2o1 | 8% |
| NS(=O)(=O)c1cccc(NC(=O)COc2ccccc2[N+](=O)[O-])c1 | 0% |
| O=C(CCCc1ccccc1)Nc1cccc2c1CCCC2 | 7% |
| Cc1ccccc1OCC(=O)O/N=C(\N)Cc1ccc(Cl)cc1Cl | 10% |
| Nc1ccc(O)c(-c2nc3cc(N)ccc3s2)c1 | 48% |
| Cc1cc(C)c2nc3s/c(=C/c4cc([N+](=O)[O-])ccc4Cl)c(=O)n3c2c1 | 9% |
| CCNC(=S)N(CCc1ccccc1)C1CC(=O)N(c2ccc(F)cc2)C1=O (stereo not drawn) | 7% |
| CCCCCCCCS(=O)c1sc2nc3c(cc2c1N)CCCC3 (stereo not drawn) | 24% |
| Cc1ccc2nsnc2c1NC(=O)c1cccc(Cl)c1 | 8% |
| Cc1ccc(CSCCNC(=O)CN(c2ccc(C)cc2C)S(=O)(=O)c2ccccc2)cc1 | 15% |
| Cc1ccc(C)c(N(CC(=O)O)S(=O)(=O)c2ccccc2)c1 | 10% |
| CCN(CC)S(=O)(=O)c1ccc(NS(=O)(=O)c2ccc(NC(C)=O)cc2)cc1 | 7% |
| O=C(Nc1ccccc1Cl)N1CCN(Cc2ccc3c(c2)OCO3)CC1 | 0% |
| O=C(NN=C1CCCCC1)C(=O)Nc1cccc(Cl)c1 | 3% |
| CCN1C(=O)/C(=C\C=C2/Oc3ccc4ccccc4c3N2C)N(c2ccccc2)C1=S | 37% |
| O=C(N/N=C/c1ccc(-c2ccc(Br)cc2)o1)C(O)c1ccccc1 (stereo not drawn) | 20% |
| COC(=O)c1c(-c2ccc(Cl)cc2)csc1NC(=O)CCCC(=O)O | 3% |
| CCCCOC(=O)c1ccc(NC(=O)CN2C(=O)c3ccccc3C2=O)cc1 | 14% |
| CCC(C(=O)Nc1cccc(C)c1)c1ccccc1 (stereo not drawn) | 6% |
| O=C(COc1ccc(Cl)cc1Cl)N1CCN(c2cccc(Cl)c2)CC1 | 15% |
| CCOC(=O)CSc1nc2ccc(N)cc2s1 | 15% |
| COc1ccc(NC(=O)CSCc2ccccc2Cl)cc1Cl | 18% |
| CN(C)c1ccc(-c2nc3cc(NC(=O)c4ccncc4)ccc3o2)cc1 | 26% |
| CCCCOc1ccc(C(=O)Nc2cccc(OC)c2)cc1 | 11% |
| Cc1ccccc1OCC(O)CN1C(=O)NC(C)(C)C1=O (stereo not drawn) | 2% |
| COc1ccc(/C=C2\SC(N3CCC(C)CC3)=NC2=O)c(OC)c1 | 19% |
| CC(C)NC(=O)C(C)Oc1ccccc1 (stereo not drawn) | 10% |
| Cc1cc(=O)[nH]c(SCCOc2ccccc2F)n1 | 0% |
| COc1ccc(OC)c(N/C=C(/C#N)c2nc(-c3ccc(F)cc3)cs2)c1 | 13% |
| O=C(c1ccccc1)N1CCN(C2CCC(c3ccccc3)CC2)CC1 (stereo not drawn) | 5% |
| CCCOc1ccccc1/C=C1\N=C(c2cccc(Br)c2)OC1=O | 23% |
| O=C(O)c1ccc(/C=N/NC(=O)c2cccnc2)cc1 | 9% |
| CC(C)COC(=O)c1ccc(NC(=O)c2ccc(Cl)c(Cl)c2)cc1 | 1% |

The list goes on:
| molecule | RNase H inhibition |
| --- | --- |
| O=C(NC(Nc1cccc([N+](=O)[O-])c1)C(=O)c1ccccc1)c1ccco1 (stereo not drawn) | 0% |
| Cc1ccc(-c2nnc(SCC(=O)N3c4ccccc4C(C)(c4ccccc4)CC3(C)C)o2)cc1 (stereo not drawn) | 8% |
| CCN(CC)C(NC(=O)C(C)(C)C)C(Cl)(Cl)Cl (stereo not drawn) | 7% |
| Cc1cc(/C=N\NC(=O)c2ccco2)c(C)n1-c1cccc(Cl)c1 | 40% |
| CCc1ccccc1Nc1nc(-c2sc(NC(C)=O)nc2C)cs1 | 7% |
| CC1=NN(c2cccc(Cl)c2)C(=O)/C1=C\c1c(C)[nH]n(-c2ccccc2)c1=O | 12% |
| CN1CCN(c2ccc([N+](=O)[O-])cc2/C=N/NC(=O)CCc2ccccc2O)CC1 | 6% |
| CCn1c2ccccc2c2cc(CN3CCN(Cc4cc(OC)c(OC)cc4OC)CC3)ccc21 | 12% |
| COc1ccc(C2/C(=C(\O)c3ccc(F)cc3)C(=O)C(=O)N2c2ccccn2)cc1OC (stereo not drawn) | 0% |
| CCOc1ccc(C(=O)Nc2cccc(-c3nc4cc(C)ccc4o3)c2C)cc1Br | 11% |
| C/C(CC(=O)Nc1ccc(Br)cc1)=N\NC(=O)c1cc2ccccc2cc1O | 8% |
| COc1ccc(CSc2nc3ccc(Br)cc3c(=O)n2-c2ccccc2)cc1 | 9% |
| C=CCOc1cc(Br)c(C=O)cc1OC | 2% |
| CCCCCn1c(=S)[nH]c2c1c(=O)[nH]c(=O)n2C | 2% |
| COc1cc(OC)c(C=Nc2ccc(OC(F)(F)F)cc2)cc1Br | 10% |
| CCOC(=O)C1=C(C)NC(=O)NC1c1cc(Cl)c(O)c(OCC)c1 (stereo not drawn) | 2% |
| Cc1ccc(CNC(=O)CN(c2ccc(Br)cc2)S(=O)(=O)c2ccc(C)cc2)cc1 | 15% |
| COc1ccc(OCCOc2cc(C)c(Cl)c(C)c2)cc1 | 17% |
| CCOc1ccc(C2(Cc3ccccc3)C(=O)c3ccccc3C2=O)cc1 | 9% |
| Cc1ccccc1-c1nc(Cc2ccccc2)no1 | 0% |
| O=C1C(=O)N(CC2CCCO2)C(c2ccccc2F)/C1=C(/O)c1ccccc1 (stereo not drawn) | 3% |
| CCOC(=O)c1ccc(NC(=O)/C(=C/c2ccc(OC(C)=O)c(OC)c2)NC(C)=O)cc1 | 10% |
| CN1C(=O)CC(N2CCN(C(=O)c3ccccc3)CC2)C1=O (stereo not drawn) | 6% |
| Cc1c(C(=O)Nc2ccc(I)cc2Cl)cccc1[N+](=O)[O-] | 4% |
| O=C(Oc1ccccc1)N1CCN(c2ccc([N+](=O)[O-])cc2)CC1 | 9% |
| CCOc1ccccc1C1C(C(=O)OC2CCCC2)=C(C)NC2=C1C(=O)CCC2 (stereo not drawn) | 6% |
| CC(C)(O)C1Cc2cc3ccc(=O)oc3cc2O1 (stereo not drawn) | 0% |
| O=C1NC(=O)C(=Cc2ccc(OC(=O)c3cccc([N+](=O)[O-])c3)cc2)C(=O)N1 | 15% |
| Clc1cccc(N2CCN(Cc3cccc4ccccc34)CC2)c1 | 1% |
| COC(=O)C1=C(C)NC(=O)CC1c1cc(OC)c(OC)cc1Br (stereo not drawn) | 0% |
| Cc1cccc(/C=N/NC(=O)c2cncc(Br)c2)c1O | 18% |
| COc1ccc(C(=O)NC(=S)Nc2ccc3oc(-c4ccccc4F)nc3c2)cc1 | 16% |
| O=C1NC(=S)S/C1=C\c1cn(Cc2ccc(Cl)cc2)c2ccccc12 | 31% |
| Cc1ccc2nsnc2c1NC(=O)c1cc([N+](=O)[O-])ccc1Cl | 8% |
| O=C(CC1(O)C(=O)Nc2ccc(Br)cc21)c1ccc(F)cc1 (stereo not drawn) | 5% |
| O=c1c(=NNc2ccccc2Cl)c(=O)c2ccccc12 | 9% |
| CCc1ccccc1NC(=O)C(=O)NCCc1ccccc1Cl | 28% |
| N/C(=N\OC(=O)c1ccco1)c1ccc(Cl)cc1 | 11% |
| O=C(c1ccc(Cl)c(Cl)c1)N1CCN(c2ccc([N+](=O)[O-])cc2Cl)CC1 | 13% |
| O=C(Nc1ccc(Cl)cn1)c1ccc(-c2ccc(Cl)c(Cl)c2)o1 | 47% |
| Cc1ccc(S(=O)(=O)N2CCN(C3CCCCCC3)CC2)cc1 | 7% |
| C(=C\c1ccco1)/c1nc2ccccc2[nH]1 | 8% |
| COc1cccc(OC)c1C(=O)N1CCN(C(=O)COc2ccc(C)cc2)CC1 | 4% |
| CC1(C)CC(=O)C2=C(C1)OC1=C(C(=O)CC(C)(C)C1)C2c1ccc([N+](=O)[O-])s1 | 1% |
| CC(=O)Nc1ccc(C2C(C#N)=C(N)OC3=C2C(=O)CC(c2ccccc2)C3)cc1 (stereo not drawn) | 12% |
| Cc1cccc(OCC(=O)Nc2cc([N+](=O)[O-])ccc2Cl)c1 | 10% |
| COc1cccc(C(=O)NCc2ccco2)c1 | 30% |
| CCc1cccc(C)c1NS(=O)(=O)c1c(C)cc(C)cc1C | 21% |
| CC(C)(C)c1ccc(C(=O)Nc2ccc(Cl)cc2[N+](=O)[O-])cc1 | 4% |
| CCOC(=O)C1=C(C)N=c2s/c(=C\c3cccs3)c(=O)n2C1c1cc(OC)ccc1OC (stereo not drawn) | 8% |

Additional structures follow:
| molecule | RNase H inhibition |
| --- | --- |
| CC(Oc1ccccc1Br)C(=O)NN (stereo not drawn) | 3% |
| O=C(O)c1cc(NC(=O)c2cccc(N3C(=O)c4ccccc4C3=O)c2)cc(C(=O)O)c1 | 11% |
| COc1ccccc1C(=O)Nc1ncc(S(=O)(=O)c2ccc([N+](=O)[O-])cc2)s1 | 0% |
| CC[n+]1c(/C=C/N(C(C)=O)c2ccccc2)n(CCCS(=O)(=O)[O-])c2cc(S(=O)(=O)C(F)(F)F)ccc21 | 11% |
| COc1cc(/C=C2\C(=O)NC(=O)N(c3ccc(F)cc3)C2=O)ccc1OCc1ccccc1F | 16% |
| O=C(Nc1ccccc1C(=O)Nc1nccs1)c1ccccc1 | 1% |
| CCOC(=O)C1=C(C)NC(=O)NC1c1ccc(OCc2ccccc2)c(OC)c1 (stereo not drawn) | 5% |
| Cc1ccc(NC(=O)CC2SC(N)=NC2=O)c([N+](=O)[O-])c1 (stereo not drawn) | 3% |
| COc1ccccc1OCC(=O)Nc1ccc(S(N)(=O)=O)cc1 | 0% |
| C=CCn1c(Sc2c(-c3ccccc3Cl)c3ccc(Cl)cc3[nH]c2=O)nnc1-c1cccnc1 | 17% |
| O=C1N=c2ccc(Cl)cc2=C1c1sc(NS(=O)(=O)c2ccccc2)nc1O | 3% |
| CCCc1nc2ccccc2n1CC(O)COc1ccc(I)cc1 (stereo not drawn) | 5% |
| CCC(=O)Nc1nc(C)c(-c2csc(Nc3ccc(NC(C)=O)cc3)n2)s1 | 15% |
| CCOC(=O)c1sc(N/N=C/c2ccc(N(CC)CC)cc2)nc1C | 7% |
| Cc1ccc(-c2n[nH]c(=S)n2N=Cc2ccc(C(F)(F)F)cc2)cc1 | 11% |
| O=C(NC(Nc1ccccc1F)C(Cl)(Cl)Cl)c1cccc([N+](=O)[O-])c1 (stereo not drawn) | 24% |
| COc1ccccc1/C=C/C(=O)c1c(-c2ccccc2)c2cc(Cl)ccc2[nH]c1=O | 60%* |
| CSc1nnc2n(C)c(=O)c3c4c(sc3n12)COC(C)(C)C4 | 6% |
| Cc1ccc2c(Cl)c(C(=O)Nc3ccc(F)cc3)sc2c1 | 10% |
| O=C(Nc1ccc(-c2nc3ccccc3s2)cc1)c1ccc(Cl)c([N+](=O)[O-])c1 | 49% |
| COc1ccc(OC(C)C(=O)NCCc2nc3ccccc3[nH]2)cc1 (stereo not drawn) | 0% |
| Cc1cccc(N2C(=O)c3cccc([N+](=O)[O-])c3C2=O)n1 | 1% |
| NS(=O)(=O)c1ccc(CNC(=O)c2ccco2)cc1 | 13% |
| O=C1CSC(c2ccccc2)N1CCN1CCCCC1 (stereo not drawn) | 21% |
| O=C(COc1ccc(Cl)cc1Br)NNC(=O)c1ccncc1 | 6% |
| CC(=O)C1=C(O)C(=O)N(c2ccccn2)C1c1ccc(C)cc1 (stereo not drawn) | 17% |
| O=C1CC(c2ccccc2)CC(O)=C1C=NC1CCCCCC1 (stereo not drawn) | 7% |
| O=C(Cc1ccc([N+](=O)[O-])cc1)Nc1ccc(I)cc1 | 11% |

Of the compounds above, 7 contain an aryl thioether with sulfur outside any ring.
| molecule | RNase H inhibition |
| --- | --- |
| CC(=O)c1ccc(Sc2nc3ccccc3s2)c([N+](=O)[O-])c1 | 8% |
| CCOC(=O)CSc1nc2ccc(N)cc2s1 | 15% |
| Cc1cc(=O)[nH]c(SCCOc2ccccc2F)n1 | 0% |
| Cc1ccc(-c2nnc(SCC(=O)N3c4ccccc4C(C)(c4ccccc4)CC3(C)C)o2)cc1 (stereo not drawn) | 8% |
| COc1ccc(CSc2nc3ccc(Br)cc3c(=O)n2-c2ccccc2)cc1 | 9% |
| C=CCn1c(Sc2c(-c3ccccc3Cl)c3ccc(Cl)cc3[nH]c2=O)nnc1-c1cccnc1 | 17% |
| CSc1nnc2n(C)c(=O)c3c4c(sc3n12)COC(C)(C)C4 | 6% |

Screening data: PubChem BioAssay, MTDP
